# RXFP1 agonist = activates the human relaxin receptor RXFP1; Potency, µM (highest dose often 57.5 µM), for inactives: at the top dose activation, actives largely listed as activators; Q9HBX9; HEK293T-RXFP1 cAMP TR-FRET, 30 min; response scale: percent of porcine relaxin response, buffer zero; AID 2676; 0.3% of 370,000 active; also: potency is read from the fitted curve at half-maximal effect; % is scaled to controls: 0 for no effect and ±100 for the full control effect; nearly all actives have a fitted effect of over 60% in size; many of its hits are not listed in these tables
#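 Agonist response is measured as cAMP accumulation in an RXFP1-transfected HEK293T line under PDE4 inhibition. Values are scaled between buffer-only and 29 nM porcine relaxin, and EC50s come from standard Hill equation fits.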
# D1 antagonist = blocks dopamine activation of the human D1 receptor. P21728. AID 504652. 3.2% of 360,000 active. activity change, negative = inhibition, % at 10 µM. HEK293 TREx D1 cells, calcium flux, dopamine EC80; hits give low values; in the data active = activity change below about -30%; also: % is scaled to controls: 0 for no effect and ±100 for the full control effect
# Target sequence (P21728 whole entry, looked up): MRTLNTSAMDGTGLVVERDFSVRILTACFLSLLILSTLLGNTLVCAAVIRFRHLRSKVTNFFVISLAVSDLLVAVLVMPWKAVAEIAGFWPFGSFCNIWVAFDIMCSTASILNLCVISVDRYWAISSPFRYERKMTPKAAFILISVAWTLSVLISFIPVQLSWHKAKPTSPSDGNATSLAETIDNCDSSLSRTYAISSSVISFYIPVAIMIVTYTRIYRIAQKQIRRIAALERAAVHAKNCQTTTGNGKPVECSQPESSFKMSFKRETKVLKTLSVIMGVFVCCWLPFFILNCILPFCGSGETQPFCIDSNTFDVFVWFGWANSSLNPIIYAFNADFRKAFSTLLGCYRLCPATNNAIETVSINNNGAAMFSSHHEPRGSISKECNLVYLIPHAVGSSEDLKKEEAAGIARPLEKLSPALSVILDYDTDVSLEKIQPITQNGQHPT
#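 Compound effects on dopamine-evoked calcium signalling were measured in tetracycline-induced HEK293 Trex D1 cells. Dopamine at EC80 followed a 180 s compound pre-read, and fluorescence was tracked kinetically for 180 s more.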
# D2 potentiator = D2 dopamine receptor (human) potentiation; potentiation, % at 10 µM; P14416; HEK293 T-REx D2, calcium flux, EC20 dopamine potentiation; 0.34% of 340,000 active; AID 485347;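 active = potentiation over 3 SD above the plate norm, cut at about 30% in these data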; also: 0% is about no effect
# Target sequence (P14416 whole entry, looked up): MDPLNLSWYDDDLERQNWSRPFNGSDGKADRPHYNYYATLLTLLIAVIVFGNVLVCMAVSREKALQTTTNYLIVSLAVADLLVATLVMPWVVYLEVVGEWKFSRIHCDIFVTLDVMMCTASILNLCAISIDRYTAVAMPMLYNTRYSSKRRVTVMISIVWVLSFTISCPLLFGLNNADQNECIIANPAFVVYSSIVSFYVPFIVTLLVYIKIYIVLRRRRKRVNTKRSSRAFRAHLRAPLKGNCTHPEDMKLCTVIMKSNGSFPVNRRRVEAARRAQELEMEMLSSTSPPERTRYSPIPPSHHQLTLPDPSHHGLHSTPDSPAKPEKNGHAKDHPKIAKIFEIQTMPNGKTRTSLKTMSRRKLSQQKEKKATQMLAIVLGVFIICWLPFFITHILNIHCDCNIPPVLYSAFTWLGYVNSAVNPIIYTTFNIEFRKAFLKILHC
#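 Cells plated with tetracycline inducer and held overnight at 30 C; calcium dye loaded 30–90 min at room temperature; baseline taken, compound added and read 180 s; EC20 dopamine then added and read 180 s.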
# D1 potentiator = human D1 dopamine receptor positive modulation; P21728; HEK293 TREx D1 cells, calcium flux, dopamine EC20 potentiation; potentiation, % at 10 µM; 0.036% of 360,000 active; AID 504651; in the data active = potentiation above about 30%; also: 0% is about no effect
# D1 ag = human D1 receptor agonism | HEK293 T-REx D1 cells, calcium flux, agonist mode | activation, % at 2 µM | 1% of 360,000 active; in the data active = activation above about 30%; also: 0% is about no effect
#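 Tetracycline-induced HEK293 TREx D1 cells, force-coupled to calcium signalling, were dye-loaded with a no-wash calcium kit. Compound was pin-added after a 10 s baseline. Fluorescence was read kinetically at 1 cycle/s for 180 s, with calcium rises flagged as agonism.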
# RXFP1 antag = RXFP1 (human) relaxin receptor antagonism; Q9HBX9; HEK293-RXFP1, relaxin-stimulated cAMP HTRF, 30 min; hits give low values; activity change, negative = inhibition, % at 57.5 µM; 0.59% of 350,000 active; AID 1259400;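 active = activity change of -60% or lower, but not beyond a set lower limit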; also: % is scaled to controls: 0 for no effect and ±100 for the full control effect
# Glioma ERSR ind = inducers of ER stress response in human glioma cells. U87-MG GRP78 promoter luciferase reporter, 16 h. Potency, µM, for inactives: top-dose activation, actives largely listed as activators. 0.02% of 420,000 active. AID 602332; also: potency is read from the fitted curve at half-maximal effect; series mostly up to about 76 µM; % of control where 0% means no effect; nearly all actives have a fitted effect of over 35% in size
#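 Stably transfected U87-MG glioma cells carrying a GRP78-based luciferase sensor; 16 h compound incubation. Luminescence end-point read 10 min after Bright-Glo addition at room temperature.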
# Vif-A3G inh = Vif-A3G binding inhibition; Q9HC16; HeLa A3G-eYFP + Vif (tagged APOBEC3G with the HIV-1 protein that degrades it), YFP fluorescence, overnight; Potency, µM (doses to about 46.1 µM), without a hit: at the top dose activity, negative = active, most hits filed as inhibitors; 0.076% of 410,000 active;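 also: potency is read from the fitted curve at half-maximal effect; % is scaled to controls: 0 for no effect and ±100 for the full control effect; nearly all actives have a fitted effect of over 60% in size; hits raise eYFP signal because A3G escapes Vif-driven loss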
#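 Read-out is eYFP fluorescence (Ex 488/Em 500-530) from Vif-expressing HeLa A3G-eYFP cells; more signal means A3G escaped Vif-mediated degradation. Cells plated overnight, compound pinned in, incubated overnight at 37 deg C.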
# Vif-A3F inh = blocks the Vif interaction with APOBEC3F | AID 602313 | 0.2% of 390,000 active | Potency, µM (titrated, usually from 46.1 µM), for the others: at the highest dose activity, negative = active | HeLa A3F-eYFP + Vif (tagged APOBEC3F with the HIV-1 protein that degrades it), YFP fluorescence increase; also: potency is read from the fitted curve at half-maximal effect; % of control where 0% means no effect; nearly all actives have a fitted effect of over 65% in size
#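 HeLa cells stably expressing Vif plus C-terminally eYFP-tagged A3F were seeded, incubated overnight at 37 deg C, dosed with compound, incubated overnight again at 37 deg C. Yellow fluorescence (Ex 488/Em 500-530) reported blocked Vif-mediated A3F-eYFP degradation.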
# * = called active by the depositor; nt = no result given; & = joins results of further samples. Unless noted, calls follow the shape of the dose curve; as a rule, active = well fitted curve in the direction sought with a large enough effect; inconclusive = small, poorly fitted or top-dose-only effect, or another doubt; inactive = no such curve, though single readings can be large; an effect the other way counts as inactive or inconclusive. Not all compounds are listed; the hit share may differ from the screen's.
SMILES,RXFP1 agonist,D1 antagonist,D2 potentiator,D1 potentiator,D1 ag,RXFP1 antag,Glioma ERSR ind,Vif-A3G inh,Vif-A3F inh
COC(=O)c1c(NC(=O)Cc2ccccc2)sc2c1C(C(=O)OC)CC2 (configuration not stated),0.2%,3,-1,11,1,0,-1%,-5%,4%
O=C(NCCCN1CCCC1)Nc1cccc2ccccc12,0.5%,15,-9,3,3,nt,-3%,-7%,3%
COc1ccc(-c2cc3nnc(-c4ccccc4)nc3s2)cc1,0.4%,-2,-1,-4,3,1,-3%,0%,-10%
Cc1ccc2nc(Cl)c(CN(C(=O)c3cnccn3)C3CCCCC3)cc2c1,-0.1%,nt,nt,nt,nt,-9,-4%,0%,-6%
COC(=O)c1sc(SC)c(S(=O)(=O)C(C)C)c1N/N=C(\C#N)C(=O)c1ccccc1,0.9%,-1,4,1,3,-26,-5%,4%,5%
Cc1noc(C)c1COc1ccc(C(=O)NCCc2ccccn2)cc1,1.3%,18,nt,10,-1,-4,-2%,-4%,2%
COc1ccc(N2C(=O)CC(Nc3ccc(C)cc3)C2=O)cc1 (configuration not stated),0.0%,-1,12,9,1,-13,-1%,-4%,-1%
c1ccc(-c2cccc(-c3ccccc3)n2)cc1,0.2%,1,-6,4,3,1,4%,1%,-29%
COC(=O)C1=C(C)NC(=O)C1(NS(=O)(=O)c1ccc(NC(C)=O)cc1)C(F)(F)F (configuration not stated),-1.0%,nt,-3,-3,-2,-3,-4%,2%,-5%
Cc1cc([N+](=O)[O-])nn1Cc1ccc(C(=O)N/N=C/c2ccc(N(C)C)cc2)cc1,4.3%,6,nt,0,-1,-13,2%,-8%,-6%
CCOC(=O)N1CCN(CC(=O)c2ccc(O)cc2O)CC1,0.0%,21,-4,-1,0,9,0%,-1%,-7%
O=C(O)c1nc(-c2ccccc2)n(-c2ccccc2)n1,0.5%,-1,-11,-1,1,-4,-1%,0%,-10%
O=C(NCCN1CCNC1=O)C1CCC(=O)N(CCc2ccc(Cl)cc2)C1 (configuration not stated),-0.4%,-4,-1,4,0,-3,8%,3%,4%
CC(C)(C)OC(=O)N[C@@H](Cc1ccccc1)C(=O)N[C@@H](CO)[C@H](O)[C@@H]1C[C@@H]1C(=O)N1CCCC1,0.6%,-5,5,-3,7,nt,-5%,5%,3%
CC1Nc2ccccc2C(=O)N1NC(=O)c1ccc(Br)cc1 (configuration not stated),0.0%,2,2,2,0,-5,-5%,-1%,-3%
CCOCCCNS(=O)(=O)c1ccc(OC)c(Cl)c1Cl,-1.7%,2,3,-3,-2,7,-2%,1%,2%
Nc1nc(N)c2cc(Sc3ccc4ccccc4c3)ccc2n1,3.2%,17,11,12,33*,-14,-16%,9%,0%
Cc1ccc(-n2nc3c(N4CCC(C(=O)NCCc5ccco5)CC4)nnc(C)c3c2C)cc1,7.6%,5,-6,-1,4,-15,-10%,-10%,-21%
N#Cc1ccc(-c2ccc3c(c2)OCO3)nc1SCC(=O)OCc1ccccc1,10%,-20,-2,14,3,-14,-3%,0%,nt
NS(=O)(=O)c1ccc(N=Cc2ccc(Br)s2)cc1,0.3%,4,-3,-1,6,nt,-3%,3%,-3%
CCOC(=O)CNC(=O)c1cc(OC)cc(OC)c1,0.5%,18,nt,-2,1,1,-3%,15%,0%
Cc1ccc(-n2nnnc2SCCNS(=O)(=O)c2ccccc2)cc1C,2.1%,-11,-15,-2,7,8,-2%,1%,1%
COC(=O)c1cc(C(=O)OC)cc(N2C(=O)CC(NNC(=O)c3ccc(C)cc3)C2=O)c1 (configuration not stated),-0.6%,3,9,-1,8,-9,-2%,1%,-13%
Cc1ccc(OCCn2c(=O)n(C)c3ccccc32)cc1,-4.0%,3,-1,4,3,21,5%,9%,9%
CCOC(=O)NC(NC(=S)Nc1ccc(OCC)cc1)C(Cl)(Cl)Cl (configuration not stated),3.0%,-25,11,-8,4,nt,-4%,-5%,0%
Cc1c2c(c(C)n1C)C(C(=O)NC1CCCCC1)N(Cc1ccccc1)C2=O (configuration not stated),0.0%,4,27,1,4,-9,-6%,-4%,1%
COc1cc(OC)cc(-c2nc3nc(C)c(CCC(=O)Nc4ccc(C)cc4C)c(C)n3n2)c1,-0.9%,3,-3,1,1,nt,-6%,4%,2%
O=C(OCc1ccc(F)cc1Cl)c1ccccn1,0.5%,2,-6,9,2,11,-2%,1%,-4%
COc1cc([N+](=O)[O-])ccc1NC(=O)C[n+]1cccc(C(C)=O)c1,3.9%,7,-3,-1,2,-3,-5%,-4%,-7%
Cc1cc(C)n(CC2CC(=O)N(c3ccccc3)C2=O)n1 (configuration not stated),-1.0%,-1,-1,1,1,-1,-3%,-1%,-2%
Cc1noc(C)c1C(=O)NCCCN1CCCC1=O,-0.4%,7,nt,-3,-1,3,-1%,1%,-12%
Cc1oc(-c2ccc(Cl)cc2)cc1-c1nn2c(-c3ccco3)nnc2s1,-1.7%,-3,0,-2,1,nt,nt,nt,nt
Cc1[nH]c2ccccc2c1SCc1ccccc1,1.2%,4,-4,-9,0,0,0%,-12%,-15%
CC(=O)N(CCC1(c2ccc(C)cc2)CCOC(C(C)C)C1)Cc1ccco1 (configuration not stated),-0.6%,-10,8,5,1,-25,2%,-13%,-7%
COc1ccc(C)cc1C(=O)CCC(=O)NC1CCCCC1,-1.8%,31,5,2,-1,-24,-4%,3%,8%
Cc1ccc(C)c(OCCC(=O)OCC(=O)NCCNC(=O)COC(=O)CCOc2cc(C)ccc2C)c1,1.7%,-7,1,-7,8,-62*,-3%,0%,6%
CCN(CC)S(=O)(=O)c1ccc(N2CC(C(=O)NCCc3ccc(Cl)cc3)CC2=O)cc1 (configuration not stated),3.5%,-1,-10,0,-1,-13,-3%,-11%,-24%
CCCCN(CCCC)C(=S)NC(=O)c1ccccc1Cl,2.1%,6,4,-1,3,3,-3%,0%,-6%
CCOC(=O)c1ccc(NC(=O)Cn2cnc3sc(C(=O)OCC)c(C)c3c2=O)cc1,0.6%,-8,19,2,2,8,-2%,1%,2%
CC(C)(C)OC(=O)N1CCC[C@H]1C(=O)Nc1ccc(S(=O)(=O)C(F)F)cc1,2.8%,-6,6,-2,2,3,-3%,6%,-4%

# For convenience, 5 of the compounds above.
SMILES,RXFP1 agonist,D1 antagonist,D2 potentiator,D1 potentiator,D1 ag,RXFP1 antag,Glioma ERSR ind,Vif-A3G inh,Vif-A3F inh
Cc1ccc(C)c(OCCC(=O)OCC(=O)NCCNC(=O)COC(=O)CCOc2cc(C)ccc2C)c1,1.7%,-7,1,-7,8,-62*,-3%,0%,6%
CCN(CC)S(=O)(=O)c1ccc(N2CC(C(=O)NCCc3ccc(Cl)cc3)CC2=O)cc1 (configuration not stated),3.5%,-1,-10,0,-1,-13,-3%,-11%,-24%
CCCCN(CCCC)C(=S)NC(=O)c1ccccc1Cl,2.1%,6,4,-1,3,3,-3%,0%,-6%
CCOC(=O)c1ccc(NC(=O)Cn2cnc3sc(C(=O)OCC)c(C)c3c2=O)cc1,0.6%,-8,19,2,2,8,-2%,1%,2%
CC(C)(C)OC(=O)N1CCC[C@H]1C(=O)Nc1ccc(S(=O)(=O)C(F)F)cc1,2.8%,-6,6,-2,2,3,-3%,6%,-4%

# Continuation:
SMILES,RXFP1 agonist,D1 antagonist,D2 potentiator,D1 potentiator,D1 ag,RXFP1 antag,Glioma ERSR ind,Vif-A3G inh,Vif-A3F inh
Cc1ccc(C)c(NC(=O)COC(=O)CNC(=O)C2CCCCC2)c1,-2.1%,4,-2,0,0,-19,1%,0%,4%
CCCC(CCC)C(=O)O,1.9%,16,3,-4,-1,12,-1%&-1%&-2%&-1%&-5%&-6%,-2%&-1%,-4%&3%
S=C(NCCN1CCOCC1)Nc1ccc(Cl)cc1,-0.1%,6,-13,4,2,8,1%,-8%,-10%
COc1ccc(S(=O)(=O)N2CCCN(S(=O)(=O)c3ccc(OC)cc3C)CC2)c(C)c1,0.8%,-11,11,-1,3,2,-2%,-1%,1%
O=C(COC(=O)c1cc([N+](=O)[O-])ccc1N1CCOCC1)Nc1c(Cl)cccc1C(F)(F)F,0.3%,-3,-2,2,2,-8,-6%,0%,-8%
Cn1cc(CNCc2cn[nH]c2-c2ccc(F)cc2)c(-c2ccc3c(c2)OCCO3)n1,0.4%,0,4,-3,1,-2,1%,-1%,2%
Cc1ccc(N(CC(=O)Nc2cccc(Cl)c2C)S(=O)(=O)c2c(C)noc2C)cc1,1.8%,-10,-12,1,5,nt,-3%,-4%,-7%
CC(Oc1cccc(Cl)c1)C(=O)NC1CC(C)(C)NC(C)(C)C1 (configuration not stated),0.7%,-4,-4,-1,0,-11,-2%,0%,-7%
O=C(Nc1ncc(Cc2ccccc2Cl)s1)c1ccc2c(c1)CC(c1ccccc1)OC2=O (configuration not stated),-1.6%,-2,-5,1,4,-5,3%,0%,-2%
COc1cnn(-c2cccc(C)c2)c(=O)c1Cl,2.6%,16,22,-5,-2,0,1%,1%,1%
N/C(=N/O)c1nc(N2CCCC2)nc(N2CCCC2)n1,0.0%,3,2,1,3,-10,-2%,-1%,-2%
CCc1ccc(CNC(=O)C(=O)NCC2CCCO2)cc1 (configuration not stated),1.1%,2,5,8,0,13,0%,-1%,-7%
CCC1=C(c2ccc(C)cc2)S(=O)(=O)N=C1N1CCC(C(=O)NCc2ccc(C)cc2)CC1,-2.3%,-39*,-5,-2,0,-7,-4%,5%,-8%
CC(SC(C)C(=O)NN=Cc1cccc(Cl)c1)C(=O)NN=Cc1cccc(Cl)c1 (configuration not stated),nt,nt,nt,nt,nt,-21,-1%,2%,-8%
O=C1OCC(CC2=C(O)C(=O)OC2)=C1O,nt,nt,nt,nt,nt,1,-4%,-6%,0%
CCS(=O)(=O)Nc1cccc(-c2cc(-c3ccccc3)c3cc(C)ccc3n2)c1,-0.5%,-15,-2,-1,0,-4,3%,-3%,-6%
CC(C)c1ccc(NC2CCCN(C(=O)c3cccs3)C2)cc1 (configuration not stated),1.9%,-11,-5,-9,4,-33,1%,1%,4%
Cc1ccc(C)n1-c1cccc(N)c1,0.8%,0,12,-1,1,nt,nt,nt,nt
CC12CN(C(=O)c3ccc([N+](=O)[O-])cc3)CC(C)(CN(C(=O)c3ccc([N+](=O)[O-])cc3)C1)C2=O,2.5%,-11,7,-1,0,2,-5%,2%,0%
